CCHFV vOTU inh = blocks the CCHF virus ovarian tumor domain protease; CCHFV vOTU protease, Pep-AMC fluorescence; inhibition, % at 11.5 µM; actives 0.55% (n = 370,000); AID 651958; in the data active = inhibition above about 30%; also: 0% = vehicle wells with enzyme and 100% = no enzyme wells
SARS 3CLpro inh = SARS-CoV 3CLpro protease inhibition; recombinant SARS-CoV 3CLpro, quenched FRET peptide cleavage; actives 0.14% (n = 290,000); AID 1706; inhibition, % at 6 µM; in the data active = inhibition above about 12%
MazF activator = increases E. coli MazEF RNase cleavage of RNA. activation, % at 20 µM. actives 0.32% (n = 350,000). FAM/BHQ RNA-DNA oligo cleavage fluorescence, 5 h. P0AE70; in the data active = activation above about 50%
Target sequence (P0AE70 whole entry, looked up): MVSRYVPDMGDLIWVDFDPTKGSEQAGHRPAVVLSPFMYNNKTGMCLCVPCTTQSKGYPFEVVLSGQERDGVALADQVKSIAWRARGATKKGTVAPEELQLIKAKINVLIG
PrPC TRFRET = inhibitors of human cell surface prion protein PrPC; AID 720596; inhibition, % at 13.8 µM; actives 0.43% (n = 370,000); TR-FRET read-out; P04156; in the data active = inhibition above about 24%; also: 0% = median of the test wells and 100% = reference compound wells
Yp Topo-I inh = inhibitors of Yersinia pestis topoisomerase I; Y. pestis Topo-I cleavage product accumulation, plate reader; actives 0.064% (n = 360,000); activity, % at 10 µM; in the data active = activity above about 50%, passing the limit was not always enough; also: inactives centre near 2
TcdB GH inh = inhibitors of Clostridioides difficile toxin B glycohydrolase; AID 652162; P18177; TcdB glycohydrolase enzymatic assay, plate reader; inhibition, % at 9.99 µM; actives 0.24% (n = 350,000); in the data active = inhibition above about 10%
BH1578 lux ind = induces V. cholerae light production without autoinducers | AID 588436 | activation, % at 18.7 µM | actives 0.16% (n = 350,000) | V. cholerae BH1578 lux reporter, luminescence, 6 h; in the data active = activation mostly above about 9.7%, no sharp cut-off; also: not every result past the cut was called active; inactives centre near 0; reference of the scale not given here
VHR inh abs = inhibitors of human VHR1 phosphatase (DUSP3); actives 0.52% (n = 290,000); inhibition, % at 13.3 µM; recombinant VHR phosphatase, pNPP absorbance; P51452; in the data active = inhibition above about 50%; also: some compounds called inactive have numbers as strong as hits
Target sequence (P51452 whole entry, looked up): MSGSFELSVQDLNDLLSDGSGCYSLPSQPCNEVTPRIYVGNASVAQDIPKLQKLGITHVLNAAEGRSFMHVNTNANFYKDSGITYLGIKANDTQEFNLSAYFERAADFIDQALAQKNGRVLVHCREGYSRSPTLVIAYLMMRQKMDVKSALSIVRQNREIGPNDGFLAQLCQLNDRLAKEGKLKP
Rv3671c protease = inhibitors of M. tuberculosis serine protease Rv3671c | P9WHR9 | inhibition, % at 5.96 µM | actives 0.048% (n = 320,000) | AID 2606; in the data active = inhibition above about 38%;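 also: extracellular domain of Rv3671c used as enzyme; 0% = enzyme with DMSO and 100% = no enzyme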
Target sequence (P9WHR9 whole entry, looked up, the tested form may be a part): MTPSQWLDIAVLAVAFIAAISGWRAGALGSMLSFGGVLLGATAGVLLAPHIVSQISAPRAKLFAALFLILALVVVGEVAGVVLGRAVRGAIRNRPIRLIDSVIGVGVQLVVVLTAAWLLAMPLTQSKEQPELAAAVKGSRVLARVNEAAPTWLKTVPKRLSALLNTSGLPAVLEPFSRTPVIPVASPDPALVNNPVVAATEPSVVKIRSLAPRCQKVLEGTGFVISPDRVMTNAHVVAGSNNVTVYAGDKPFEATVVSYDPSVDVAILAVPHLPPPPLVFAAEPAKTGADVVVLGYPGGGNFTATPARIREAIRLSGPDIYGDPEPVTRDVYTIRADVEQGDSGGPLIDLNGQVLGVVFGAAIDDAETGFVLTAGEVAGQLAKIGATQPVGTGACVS
SSB-PriA inh = K. pneumoniae PriA-SSBct interaction inhibition; AlphaScreen SSBct-PriA binding, biotinylated peptide; inhibition, % at 33 µM; actives 0.6% (n = 430,000); AID 1272365; in the data active = inhibition mostly above about 37%, no sharp cut-off; inactive = mostly below about 20%;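 also: plate controls were negative control peptide for no effect and reference peptide for full effect; strong numbers were not always called active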
* marks the source's active call; other numbers are inactive results; i = inactive; nt = not tested or not shown.

#1 COc1ccc(/C=N/NC(=O)c2cccc([N+](=O)[O-])c2)cc1OS(=O)(=O)c1ccccc1
#2 Cc1c(C#N)c2ccccc2n1CC(=O)N1CCCc2ccccc21
#3 Cn1nnnc1SCC(=O)Nc1cc(C(C)(C)C)nn1-c1ccccc1
#4 Cc1cc(OC(=O)c2ccc(S(=O)(=O)N(C)C)cc2)cc(=O)o1
#5 CCCCN(C(=N)N1CCCCC1)c1nc(C)c([N+](=O)[O-])c(=O)[nH]1
#6 N#Cc1c(NC(=O)CSc2ncnc3c2cnn3-c2ccccc2Cl)sc2c1CCCC2
#7 CCC1=NN(C(=O)COc2ccccc2)C(O)(c2ccc(Br)cc2)C1 (configuration not stated)
#8 COc1cc([N+](=O)[O-])ccc1NC(=O)Cc1ccc(C)cc1
screen / no.	1	2	3	4	5	6	7	8
CCHFV vOTU inh	-14.0	2.5	1.1	-7.7	-0.1	1.8	-8.7	-1.5
SARS 3CLpro inh	2.0	2.5	3.6	8.7	-0.9	-2.4	3.4	-0.9
MazF activator	5.0	-7.3	0.6	2.9	12.4	-41.0	-2.5	2.9
PrPC TRFRET	-4.3	5.9	1.2	2.1	-0.2	1.6	3.2	-0.5
Yp Topo-I inh	-1.4	7.9	-2.6	-0.1	6.1	5.7	17.2	-0.3
TcdB GH inh	nt	nt	nt	nt	-0.2	nt	0.7	nt
BH1578 lux ind	-0.4	0.9	i	i	-0.3	i	-8.3	0.3
VHR inh abs	-13.1	30.9	3.6	22.1	13.3	nt	2.0	31.9
Rv3671c protease	0.3	-3.0	13.1	-1.2	-6.5	-10.3	6.1	-8.6
SSB-PriA inh	nt	-3.1	-12.5	-1.0	4.1	-9.6	-14.6	-1.9

Part of the list above with just BH1578 lux ind and TcdB GH inh.
No.	smiles	BH1578 lux ind	TcdB GH inh
2	Cc1c(C#N)c2ccccc2n1CC(=O)N1CCCc2ccccc21	0.9	nt
3	Cn1nnnc1SCC(=O)Nc1cc(C(C)(C)C)nn1-c1ccccc1	i	nt
4	Cc1cc(OC(=O)c2ccc(S(=O)(=O)N(C)C)cc2)cc(=O)o1	i	nt

Following part.
#9 COc1ccc(Cl)cc1/C=C1/C(=O)ON=C1C
#10 CN(Cc1ccccc1)C(=S)NC(=O)c1ccccc1
#11 Cn1c(=NC(=O)c2ccco2)sc2cccc(F)c21
#12 CC(=O)Nc1sc(C)c(C)c1C(=O)OCC(=O)NCc1ccccc1
#13 Cc1ccn2c(=O)nc(SCC(=O)NCc3ccc(F)cc3)nc2c1
#14 Cc1ccc(C)n1Cc1ccc(C(=O)O)cc1
#15 COc1ccc(-c2n[nH]c(=S)o2)c(OC)c1
#16 COc1ccc(N(CC(=O)N2CCN(Cc3ccccc3)CC2)S(C)(=O)=O)cc1Cl
screen / no.	9	10	11	12	13	14	15	16
CCHFV vOTU inh	5.0	-0.3	5.3	-7.5	-6.1	nt	7.0	-0.1
SARS 3CLpro inh	0.6	0.4	-6.8	nt	nt	-2.0	-1.5	5.5
MazF activator	-6.3	0.3	15.6	-3.6	3.9	-7.6	2.4	-2.3
PrPC TRFRET	0.3	-3.1	1.4	-5.1	-0.6	nt	1.8	-1.3
Yp Topo-I inh	7.9	0.9	-7.5	2.8	-4.4	-8.1	-9.6	-0.2
TcdB GH inh	-10.7	0.5	-0.5	9.0	0.3	nt	nt	-0.2
BH1578 lux ind	-0.5	-0.2	i	i	i	0.1	-0.4	-3.8
VHR inh abs	0.1	-10.0	4.6	nt	nt	17.2	-2.2	27.6
Rv3671c protease	5.9	2.6	-11.9	nt	0.9	1.8	-4.0	2.5
SSB-PriA inh	2.3	6.9	4.1	-6.5	8.0	-3.9	3.3	-17.8

#17 Cc1ccc(NC(=O)c2cncc(Br)c2)cc1S(=O)(=O)N(C)C
#18 C/C(=N\Nc1ccc(C(F)(F)F)cc1[N+](=O)[O-])C1CC1
#19 CC1CCC/C(=N\NS(=O)(=O)c2ccccc2)C1 (configuration not stated)
#20 CC(=O)O[C@H]1C(=O)[C@@]2(C)C([C@H](OC(=O)c3ccccc3)[C@]3(O)C[C@H](OC(=O)[C@H](O)[C@@H](NC(=O)c4ccccc4)c4ccccc4)C(C)=C1C3(C)C)[C@]1(OC(C)=O)CO[C@@H]1C[C@H]2O (some centres not stated)
#21 COc1cc(/C=C/C(=O)OCC(=O)N(C)Cc2ccccc2)cc(OC)c1OC
#22 O=C(COC(=O)Cc1ccsc1)NC(c1ccccc1)c1ccccc1
#23 Nc1nc2ccccc2cc1-c1cccs1
#24 Cc1ccc(NC(=O)COC(=O)c2ccc(OC(F)F)cc2)cc1S(=O)(=O)N1CCCCC1
screen / no.	17	18	19	20	21	22	23	24
CCHFV vOTU inh	-8.5	-15.1	-5.1	-5.4	-15.5	2.9	-84.3	-11.6
SARS 3CLpro inh	0.1	-2.4	-3.0	5.5	nt	-3.1	5.6	nt
MazF activator	0.0	-4.6	28.1	-1.5	-1.5	-1.2	12.7	-9.4
PrPC TRFRET	0.7	1.2	-2.3	19.2	-10.0	-1.0	-1.4	-3.9
Yp Topo-I inh	-1.0	-7.7	-1.4	33.0	33.2	7.6	-4.3	24.3
TcdB GH inh	nt	nt	0.5	0.9	-0.4	nt	0.3	-0.4
BH1578 lux ind	-0.3	-0.3	-3.7	-0.4	-1.8	i	i	i
VHR inh abs	1.5	-0.1	12.0	4.9	nt	26.2	20.6	nt
Rv3671c protease	-12.2	3.6	0.1	-32.5	8.7	-7.9	-8.8	nt
SSB-PriA inh	-17.8	nt	nt	-1.2	-0.5	-16.8	-18.9	-13.4

#25 C=CCN(c1ccccc1Cl)S(=O)(=O)c1cccc(C(=O)OCC(=O)N(C)C2CCS(=O)(=O)C2)c1 (configuration not stated)
#26 Cc1ccc[n+](C(C)C(=O)Nc2ccc([N+](=O)[O-])cc2C)c1 (configuration not stated)
#27 CCCN(CCC)CCCNC(=O)CCNS(=O)(=O)c1ccc(Br)cc1
#28 CC(C)Oc1ccc(S(=O)(=O)N2CCOCC2)cc1NC(=O)C1=COCCO1
screen / no.	25	26	27	28
CCHFV vOTU inh	-5.2	-6.9	-14.0	7.2
SARS 3CLpro inh	-3.4	2.6	-0.6	nt
MazF activator	2.6	5.1	-2.4	2.7
PrPC TRFRET	12.3	-8.2	-0.9	0.3
Yp Topo-I inh	5.9	2.4	-0.2	0.5
TcdB GH inh	0.5	-1.2	0.3	1.7
BH1578 lux ind	-0.3	i	0.1	i
VHR inh abs	14.5	25.9	0.1	nt
Rv3671c protease	-3.4	5.8	-14.9	-3.9
SSB-PriA inh	-10.0	-9.7	7.1	-9.2

Compound profiles (already shown). Order of screens: CCHFV vOTU inh | SARS 3CLpro inh | MazF activator | PrPC TRFRET | Yp Topo-I inh | TcdB GH inh | BH1578 lux ind | VHR inh abs | Rv3671c protease | SSB-PriA inh
CCCN(CCC)CCCNC(=O)CCNS(=O)(=O)c1ccc(Br)cc1 is entered as -14.0 | -0.6 | -2.4 | -0.9 | -0.2 | 0.3 | 0.1 | 0.1 | -14.9 | 7.1
CC(C)Oc1ccc(S(=O)(=O)N2CCOCC2)cc1NC(=O)C1=COCCO1 is entered as 7.2 | nt | 2.7 | 0.3 | 0.5 | 1.7 | i | nt | -3.9 | -9.2

Some of the compounds tested; the hit share may differ from the screen's.
